SMARCA2 activ: SMARCA2 (BRM) function activators, primary screen, cell-based, luminescence, high throughput; activation, % at 9.1 µM; MG213 cells, MMTV-luciferase reporter, dexamethasone, overnight; hit rate 1% among 370,000; in the data active = activation above about 7.8%;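 also: 0% = vehicle wells and 100% = reference activator wells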
hcDAF12 agonist: H. contortus DAF-12 nuclear receptor activators, primary screen, cell-based, luminescence, HEK293, lit1-tk-luc reporter. HEK293 hcDAF-12 lit1-tk-luc reporter; 0% DMSO, 100% Δ7-dafachronic acid. activation, % at 6.8 µM. hit rate 1.4% among 370,000;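 active = activation above the mean of all tested compounds plus 3 SD, cut at about 5.5% in these data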;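 also: 100% = response to 3 µM Δ7-dafachronic acid high control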
ADAM10 inh: human ADAM10 inhibitors, primary screen, biochemical, QFRET, HTS. recombinant ADAM10, EDANS/DABCYL FRET peptide cleavage, 3 h. inhibition, % at 7 µM. hit rate 0.62% among 370,000. AID 720582, 2013;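 active = inhibition above a per-campaign cutoff equal to the mean of compounds falling between control-based bounds plus 3 SD, cut at about 20% in these data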;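 also: 0% = DMSO wells while the 100% control is not disclosed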
Target sequence (O14672 214-748 limits assumed): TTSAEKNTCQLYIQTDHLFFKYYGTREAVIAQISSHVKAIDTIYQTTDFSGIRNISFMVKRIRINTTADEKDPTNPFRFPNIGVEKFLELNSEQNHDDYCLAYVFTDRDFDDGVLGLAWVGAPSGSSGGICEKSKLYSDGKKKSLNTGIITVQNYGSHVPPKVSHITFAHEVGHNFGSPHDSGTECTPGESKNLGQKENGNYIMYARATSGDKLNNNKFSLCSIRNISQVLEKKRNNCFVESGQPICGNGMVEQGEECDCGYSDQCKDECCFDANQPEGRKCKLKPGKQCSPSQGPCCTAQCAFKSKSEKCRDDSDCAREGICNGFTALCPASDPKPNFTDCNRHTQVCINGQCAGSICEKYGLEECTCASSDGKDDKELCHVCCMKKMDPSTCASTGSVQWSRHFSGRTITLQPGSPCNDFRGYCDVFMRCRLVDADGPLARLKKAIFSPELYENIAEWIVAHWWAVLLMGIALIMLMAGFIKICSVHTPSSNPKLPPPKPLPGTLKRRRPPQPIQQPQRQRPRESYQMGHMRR
DAX1 inh-1: DAX1 (NR0B1) inhibitors, primary screen, cell-based, HEK293, Gal4-DAX1, luciferase luminescence; Nuclear receptor subfamily 0 group B member 1 (Homo sapiens), P51843; HEK293 Gal4-DAX1 luciferase reporter; inhibition, % at 6.75 µM; hit rate 0.99% among 340,000; AID 504766, 2011;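 active = inhibition above the mean over all tested compounds plus 3 SD, cut at about 4.2% in these data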;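 also: 0% = DAX1-transfected cells with DMSO and 100% = empty-vector control cells with DMSO; inhibition shows as a rise in luminescence from relieved DAX1 repression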
FXN GAA850 act: FXN promoter activators, primary screen, cell-based, luciferase luminescence, HEK293 lucGAA850 | HEK293 lucGAA850 FXN promoter luciferase reporter, 24 h; percent of 10 µM SAHA response | activation, % at 6 µM | hit rate 0.56% among 360,000 | AID 540364, 2011;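 active = activation above the average of all compounds screened plus 3 SD, cutoff fixed separately per campaign, cut at about 7.5% in these data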;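 also: 0% = DMSO wells and 100% = 10 µM SAHA wells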
ssDAF-12 act: S. stercoralis DAF-12 nuclear receptor activators, primary screen, cell-based, luminescence, HEK293, GRIP1 co-expression, lit1-tk-luc; Nuclear hormone receptor DAF-12 (Strongyloides stercoralis); HEK293 ssDAF-12/GRIP1 lit1-tk-luc reporter; % of 3 µM dafachronic acid response; activation, % at 6.8 µM; hit rate 1% among 370,000; AID 652126, 2013;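 active = activation above the mean over all tested compounds plus 3 SD, cut at about 0.9% in these data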;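 also: 0% = DMSO-only wells and 100% = 3 µM delta7-dafachronic acid wells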
sPLA2-III inh: human group III sPLA2 inhibitors, primary screen, biochemical, QFRET, BODIPY PC-A2 liposome substrate; QFRET BODIPY PC-A2 liposome hydrolysis, fluorescence; Group 3 secretory phospholipase A2 (Homo sapiens), Q9NZ20; hit rate 0.56% among 370,000; inhibition, % at 12.2 µM;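 active = inhibition above mean plus 3 SD of compounds lying within the high and low control bounds, cut at about 19% in these data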;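 also: 0% = median of test compound wells and 100% = no enzyme DMSO wells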
Target sequence (Q9NZ20 whole entry, looked up): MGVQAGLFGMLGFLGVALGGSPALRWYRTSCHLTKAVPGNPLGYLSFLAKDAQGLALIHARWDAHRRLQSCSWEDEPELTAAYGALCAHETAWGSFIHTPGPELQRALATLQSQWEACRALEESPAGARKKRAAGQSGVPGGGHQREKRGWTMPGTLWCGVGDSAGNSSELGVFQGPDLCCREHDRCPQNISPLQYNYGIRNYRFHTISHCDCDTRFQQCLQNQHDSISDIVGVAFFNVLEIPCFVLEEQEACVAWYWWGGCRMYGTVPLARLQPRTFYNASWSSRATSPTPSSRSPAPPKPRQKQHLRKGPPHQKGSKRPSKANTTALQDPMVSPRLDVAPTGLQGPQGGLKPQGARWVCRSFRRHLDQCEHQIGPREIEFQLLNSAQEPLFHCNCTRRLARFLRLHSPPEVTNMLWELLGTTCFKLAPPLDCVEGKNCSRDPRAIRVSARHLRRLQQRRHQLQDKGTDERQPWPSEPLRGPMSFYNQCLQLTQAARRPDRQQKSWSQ
DAX1 inh-2: DAX1 (NR0B1) inhibitors on StAR promoter, primary screen, cell-based, luminescence, SF-1 (NR5A1), full-length DAX-1 | HEK293T StAR-luciferase reporter, SF-1/DAX-1 repression relief | inhibition, % at 6.8 µM | hit rate 1.1% among 370,000 | AID 652010, 2013;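 active = inhibition above the mean over all tested compounds plus 3 SD, cut at about 3.6% in these data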;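 also: 0% = DAX-1 cells with DMSO and 100% = cells lacking DAX-1 with DMSO; higher inhibition means more luminescence from relief of DAX-1 repression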
NPR1 activator: GC-A stimulated cGMP production enhancers – HEK293 GC-A cells, cGMP TR-FRET, EC30 ANP, primary screen; Atrial natriuretic peptide receptor 1 (Homo sapiens), P16066; 0% at EC30 ANP, 100% saturating ANP; activation, % at 10 µM; hit rate 0.14% among 370,000; in the data active = activation above about 40%
NPR2 activator: human GC-B receptor activators, primary screen, HEK293 GC-B cells, cGMP TR-FRET, EC30 CNP | activation, % at 10 µM | Atrial natriuretic peptide receptor 2 (Homo sapiens), P20594 | hit rate 0.11% among 370,000 | 0% at EC30 CNP, 100% saturating CNP;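 active = activation at 10 µM reaching about 35% in either raw or pattern-adjusted values, limit read from the data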
hgDAF12 agonist: H. glycines DAF-12 receptor agonists, primary screen, cell-based, luminescence, HEK293, GAL4 fusion, UAS-luciferase; Nuclear hormone receptor DAF-12 (Heterodera glycines), GAL4 fusion; HEK293 GAL4-hgDAF12 UAS-luciferase reporter, agonist luminescence; normalized to butyrate control; activation, % at 6.8 µM; hit rate 1.8% among 370,000;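 active = activation above a cutoff set at the mean of all screened compounds plus 3 SD, cut at about 10% in these data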;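 also: 0% = DMSO wells and 100% = sodium butyrate wells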
Starred values were filed as active, the others as inactive; i = inactive; / = no result given.

No.	canonical_smiles	SMARCA2 activ	hcDAF12 agonist	ADAM10 inh	DAX1 inh-1	FXN GAA850 act	ssDAF-12 act	sPLA2-III inh	DAX1 inh-2	NPR1 activator	NPR2 activator	hgDAF12 agonist
1	CC(C)(C)c1ccc(NC(=O)Nc2ccc(F)cc2)cc1	-1	2.6	13	/	2.1	-0.2	-14	3.6*	-4	8	15*
2	O=C(CSc1nc2ccccc2c(=O)n1-c1ccccc1F)N1CCOCC1	-3	0.9	-8	-1.1	0.8	-0.8	3	-0.5	-5	-4	2.6
3	C/C=C/c1cccc(-c2nc(C(=O)N3CCCCC3)cc3c2[C@@H](CCO)N(C(=O)NC(C)C)C3)c1	-4	-0.5	-6	/	/	-0.9	-3	0.3	-1	3	-0.6
4	Cc1occc1C(=O)N1CCCC(Nc2ccc(C(C)C)cc2)C1 (stereo not given)	-2	-2.1	0	-0.6	1.2	-0.6	3	-1.2	0	-1	-1.0
5	CN(C)/C(=N\S(=O)(=O)c1ccc(F)cc1)c1ccccc1	-1	-1.6	-9	1.1	1.6	-1.0	4	0.4	-1	4	-2.3
6	Cc1ccc2nc(NC(=O)COC(=O)CSc3nc(C)cc(C)n3)sc2c1	1	9.6*	-5	1.9	4.5	0.2	-7	1.1	-1	-3	8.4
7	CC(=O)c1cccc(NC(=O)C2CCCCC2)c1	2	-2.7	-7	2.2	1.3	-0.9	6	0.1	-2	1	-0.4
8	CCOc1cc(/C=N/NC(=O)c2cccs2)cc([N+](=O)[O-])c1O	5	1.7	-1	1.1	5.3	0.4	1	2.4	-8	-9	12*
9	COc1cc(OC)c(OC)cc1CN1CCCC(C(=O)c2ccccc2SC)C1 (stereo not given)	1	-0.5	3	0.0	-1.9	-1.6	-4	-0.1	-3	-11	0.0
10	Cc1ccc(-c2nc(CS(=O)(=O)CC(=O)N3CCN(C)CC3)c(C)o2)cc1	-1	-2.3	-1	-0.7	1.3	-0.5	-7	-0.1	5	-4	0.5
11	O=C(OCc1c(-c2ccccc2)ncc2ccccc12)c1ccc(C(F)(F)F)cc1	2	0.2	-6	0.9	1.2	-1.0	5	0.2	-5	-3	0.9
12	COCC(=O)Nc1ccc2c(c1)C(=O)N(C)[C@@H]1CC[C@@H](CC(=O)OC)O[C@H]1CO2	-1	-0.6	-1	/	/	-1.3	6	-0.2	1	3	-0.8
13	CC(C)OCCCn1c(NN)nc2ccccc2c1=O	-5	-0.5	-5	-1.7	-1.4	-0.8	6	0.3	3	10	-1.9
14	CCCCCCN1CC(O)=C(c2nc3ccccc3[nH]2)C1=N	-1	-0.8	-4	-0.3	4.4	-1.6	2	-0.1	11	-4	0.5
15	O=C(NC(=S)N1CCN(c2ccc([N+](=O)[O-])cc2)CC1)c1ccccc1F	-3	-1.7	-2	-0.7	1.6	-1.2	5	-0.6	2	0	-2.4
16	COc1cc(OC)c(NC(=S)NCc2ccc(F)cc2)cc1Cl	-4	-2.2	0	4.3*	0.3	-1.9	5	-0.3	32	-1	-3.1
17	CC(C)(C)C(=O)OCCn1c(=O)c2cc3c(=O)n(CCOC(=O)C(C)(C)C)c(=O)c3cc2c1=O	-2	-1.5	-7	0.0	-1.0	0.0	1	0.2	4	3	-2.9
18	OCC1(Cc2ccccc2)CCN(Cc2ccc(-c3ccco3)cc2)CC1	-1	-1.3	-7	-0.6	-0.8	-1.3	-20	0.0	-1	-2	0.5
19	CCCCc1nn2c(N)c(/C=C3\C=Nc4ccccc43)c(=O)nc2s1	1	4.4	-5	0.0	1.9	2.7*	-10	-0.6	-3	-4	-3.2
20	CC(c1ccco1)N(C(=O)c1ccccc1NS(=O)(=O)c1cc([N+](=O)[O-])ccc1Cl)c1ccccn1 (stereo not given)	3	-0.9	-10	-1.3	3.9	-1.2	-19	-1.1	1	1	-3.2
21	Cc1nnc(SCC(=O)N2CCc3ccccc3C2)n1-c1ccccc1	0	-1.8	0	-1.2	1.2	-1.8	9	0.8	-2	2	-1.5
22	O=C(Nc1ccccc1)c1cc(C2CCCCN2C(=O)OCCF)on1 (stereo not given)	-2	0.0	-6	/	3.1	-1.0	-1	2.1	-3	-1	2.7
23	C=CCN(CC=C)C(=O)c1c(OC)cccc1OC	2	0.2	2	0.5	-1.3	-1.6	-2	0.1	1	-4	2.2
24	O=[N+]([O-])c1cnn(-c2nc(-c3ccccc3)cc(C(F)(F)F)n2)c1	1	-0.8	1	0.9	1.1	-1.2	4	-0.5	2	-4	-2.3

2 entries picked at random from those above, as already listed:
No.	canonical_smiles	SMARCA2 activ	hcDAF12 agonist	ADAM10 inh	DAX1 inh-1	FXN GAA850 act	ssDAF-12 act	sPLA2-III inh	DAX1 inh-2	NPR1 activator	NPR2 activator	hgDAF12 agonist
20	CC(c1ccco1)N(C(=O)c1ccccc1NS(=O)(=O)c1cc([N+](=O)[O-])ccc1Cl)c1ccccn1 (stereo not given)	3	-0.9	-10	-1.3	3.9	-1.2	-19	-1.1	1	1	-3.2
19	CCCCc1nn2c(N)c(/C=C3\C=Nc4ccccc43)c(=O)nc2s1	1	4.4	-5	0.0	1.9	2.7*	-10	-0.6	-3	-4	-3.2

Continuation.
No.	canonical_smiles	SMARCA2 activ	hcDAF12 agonist	ADAM10 inh	DAX1 inh-1	FXN GAA850 act	ssDAF-12 act	sPLA2-III inh	DAX1 inh-2	NPR1 activator	NPR2 activator	hgDAF12 agonist
25	Cc1ccc(C(=O)NS(=O)(=O)c2ccccc2)cc1	-3	-0.4	-9	1.8	0.1	-0.6	-2	-0.5	3	-1	6.9
26	O=S1(=O)N=C(N(CCO)/N=C/c2ccncc2)c2ccccc21	-2	2.9	1	1.0	0.1	-0.3	5	-0.2	-2	4	-1.8
27	Cc1csc(NC(=O)CSCc2c(C)noc2C)n1	-1	-0.9	-10	-0.8	-1.2	-1.1	15	-2.1	0	-4	-0.9
28	Cc1ccc2[nH]c(=O)c(CN(Cc3ccco3)C(=O)c3ccncc3)cc2c1	-3	0.8	-42	-1.3	-1.3	-1.5	2	-1.6	-9	-7	0.8
29	O=C(C1CC1)N1CCc2cc(Br)cc(S(=O)(=O)NCc3ccc4c(c3)OCO4)c21	0	-1.1	-22	0.3	-1.1	-0.8	-2	0.0	-8	1	1.3
30	Cc1cc(C)c2nc(Cl)c(C3NC(=O)c4ccccc4N3)cc2c1 (stereo not given)	-2	1.0	5	0.7	0.9	-1.6	-1	0.1	-49	-28	1.8
31	Cc1ccnc(NS(=O)(=O)c2ccc(NC(=O)Cc3ccc(F)cc3)cc2)n1	0	-0.4	5	0.9	1.8	-1.1	-6	-0.3	1	-3	-0.3
32	O=C(CCNS(=O)(=O)c1ccccc1C(F)(F)F)NCC(c1ccco1)N1CCCCC1 (stereo not given)	-2	-1.3	0	2.2	0.2	-0.7	-5	-0.6	1	-4	1.3
33	Cc1ccsc1/C=C(\C#N)C(=O)NCc1ccco1	-4	-0.1	-8	1.0	1.5	-1.8	6	0.3	-1	-1	-1.3
34	O=C(CNC(=S)N(Cc1ccccc1)Cc1cccnc1)NC1CCCC1	-1	-0.1	2	-0.1	-2.6	-1.9	23*	-0.8	4	-1	-0.6
35	O=C(CSc1nnc(NC(=O)C2CCCCC2)s1)NCc1ccco1	-1	-0.7	2	0.1	3.1	-2.0	-9	-0.8	1	2	0.1
36	O=C(CCN1CCN(c2ccccc2)CC1)N/N=C/c1ccc([N+](=O)[O-])o1	1	0.1	-6	-1.2	1.3	-1.2	-4	-2.5	2	-4	-4.2
37	CC1CCCN(C(=O)C2CCCN(S(=O)(=O)c3cccc4nsnc34)C2)C1 (stereo not given)	-2	-1.1	-2	-0.5	0.6	-0.7	-3	-0.5	6	2	0.0
38	CN(CCc1ccccc1)Cc1nc(-c2cnccn2)no1	2	-0.7	2	-1.0	0.8	-0.6	0	1.5	-3	4	-0.7
39	COc1ccccc1CNC(=O)COC(=O)c1ccc([N+](=O)[O-])o1	0	0.0	-7	1.0	0.8	-1.6	6	0.2	-4	3	4.0
40	Cn1c(=O)n(Cc2ccccc2)c(=O)c2c1nc1n2CCCN1Cc1ccccc1	-1	-2.2	-2	1.0	0.6	-0.3	7	-0.6	4	10	-1.7
41	CCCCN(C(=O)Oc1ccccc1)C1CCS(=O)(=O)C1 (stereo not given)	-1	1.5	-1	1.6	1.6	-0.8	2	0.5	2	4	-1.6
42	COc1ccc(-n2nc3c(N4CCC(C(=O)NCC(C)c5ccccc5)CC4)nnc(C)c3c2C)cc1 (stereo not given)	-4	-0.3	-59	0.6	0.9	-1.1	-6	0.0	0	-6	-1.8
43	O=C(Nc1ccc(Cl)cc1)c1ccsn1	7	2.2	-3	2.3	4.1	-0.1	-2	1.6	26	-2	2.5
44	OCCn1c(-c2ccc(F)cc2)csc1=Nc1ccccc1	0	-1.4	3	-0.4	4.3	-2.0	-1	0.0	2	0	1.7
45	CCc1cccc(C)c1NC(=S)NCc1ccccc1	-2	-1.5	-1	3.1	0.5	-1.1	14	-0.5	-4	-5	1.0
46	COC(=O)c1ccc(C(=O)OC)c(NC(=O)COc2ccccc2OC)c1	-3	-1.3	-19	0.0	-0.2	-1.8	0	-1.0	0	1	-1.3
47	CCn1c(NCCc2ccc(OC)c(OC)c2)nc2c1c(=O)n(C)c(=O)n2C	0	-0.7	-6	-0.7	-0.8	-1.8	6	-0.4	6	1	-0.8
48	COc1ccc(C(=O)N/N=C/C2CC=CCC2)cc1OC (stereo not given)	2	-2.2	-1	0.7	-2.2	-1.6	0	0.7	-5	4	4.0
49	CC(C)C(=O)NC(=S)Nc1ccc(CN2CCOCC2)cc1	1	0.4	-3	-1.0	3.7	-1.1	2	0.2	4	1	-1.5
50	CCCc1cc(=O)oc2c3c(cc(OCC(=O)N4CCC(C(=O)O)CC4)c12)OC(C)(C)CC3	-1	-1.6	i	/	0.0	-1.7	10	1.5	1	-6	0.9
51	O=C(c1cc(C2CC2)on1)N(C1CCCCC1)C1CCCCC1	-2	-2.7	-12	/	/	-1.1	10	-1.9	-7	-2	-1.7
52	C=CCn1c(C)cc(C(=O)CSc2nnc3n(CCC)c(=O)c4ccccc4n23)c1C	-4	-2.3	-5	-1.0	-3.4	-1.1	13	0.2	-4	-2	0.8
53	Cc1cccc(Sc2nc(-c3ccccc3)ncc2C(=O)O)c1	7	0.9	1	-1.8	0.8	0.2	-8	0.4	-2	-3	4.8
54	Cn1c(-c2ccc(F)cc2)cnc1SCC(=O)NCc1ccco1	-2	0.6	-9	-0.6	-0.2	-0.9	-5	0.1	0	2	-2.1
